# FLuc counter: inhibits or activates purified firefly luciferase, miR-21 counter-screen; P08659; purified FLuc, Km substrates, luminescence inhibition; Potency, µM (titrated, usually from 57.5 µM), without a hit: at the top dose activity change, negative = inhibition, actives largely listed as inhibitors; actives 6.9% (n = 360,000); AID 588342;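 further: potency means the concentration at half of the fitted maximal effect; plate controls were vehicle for no effect and reference inhibitor for full effect; nearly all actives have a fitted effect of over 55% in size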
# Target sequence (P08659 whole entry, looked up): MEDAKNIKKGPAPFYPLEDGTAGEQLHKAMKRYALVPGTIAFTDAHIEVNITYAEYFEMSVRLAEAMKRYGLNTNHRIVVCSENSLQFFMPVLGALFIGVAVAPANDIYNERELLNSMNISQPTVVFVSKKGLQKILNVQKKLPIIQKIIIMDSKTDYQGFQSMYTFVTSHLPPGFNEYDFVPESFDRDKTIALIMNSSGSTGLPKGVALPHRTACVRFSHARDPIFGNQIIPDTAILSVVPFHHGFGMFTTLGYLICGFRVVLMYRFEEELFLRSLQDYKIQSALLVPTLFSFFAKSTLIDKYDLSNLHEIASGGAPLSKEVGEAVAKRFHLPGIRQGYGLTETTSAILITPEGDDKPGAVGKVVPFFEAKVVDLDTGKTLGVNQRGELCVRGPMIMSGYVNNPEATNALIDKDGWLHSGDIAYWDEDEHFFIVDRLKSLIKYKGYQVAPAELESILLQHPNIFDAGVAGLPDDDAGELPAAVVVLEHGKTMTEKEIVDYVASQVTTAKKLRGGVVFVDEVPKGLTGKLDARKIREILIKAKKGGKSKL
#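 Biochemical qHTS of compounds, final roughly 60 µM downward over six points, against 10 nM purified firefly luciferase using Km concentrations of substrates (10 uM D-luciferin, 10 uM ATP) in Tris acetate pH 7.5 buffer; luminescence output.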
# RORgamma inh: ROR gamma (mouse) transcription inhibition. P51450. Drosophila S2 Gal4-RORgamma UAS-luciferase reporter, 20 h. Potency, µM (top dose mostly 53.6 µM), without a hit: top-dose activity change, negative = inhibition, most hits filed as inhibitors. actives 5.4% (n = 310,000). AID 2551; further: potency means the concentration at half of the fitted maximal effect; on the % scale 0 is the no-effect control and ±100 the full control effect; nearly all actives have a fitted effect of over 60% in size
#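 Drosophila Schneider cells stably carrying a metallothionein-driven Gal4 DBD–ROR gamma fusion and a UAS-Photinus luciferase reporter were exposed to compound for 1 hr, then induced with copper sulfate (700 uM final) for 20 hr at ambient temperature before luminescence reading.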
# Coupling enz: inhibits coupling enzyme system, counter-screen for aldolase hits; coupling enzyme system counterscreen, AmpLite Red fluorescence; activity change, negative = inhibition, % at 58.2 µM, hits read low; actives 0.67% (n = 290,000); AID 2472; in the data active means activity change below about -30%; further: on the % scale 0 is the no-effect control and ±100 the full control effect
#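 Fluorescence at 525 nm excitation and 598 nm emission measured inhibition of the coupled detection system without aldolase. Compounds (at 57.5 uM final) were preincubated 10 min at room temperature with coupling enzyme reagent before a 20 min substrate/AmpLite Red step.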
# Rab9 prom act: activators of Rab9 promoter. Huh7 Rab9 promoter-luciferase reporter, luminescence, 24 h. Potency, µM (titrated, usually from 9.22 µM), for the others: at the highest dose activation, negative = inhibition, actives largely listed as activators. actives 2.8% (n = 320,000). AID 485297; further: potency means the concentration at half of the fitted maximal effect; % of control where 0% means no effect; nearly all actives have a fitted effect of over 60% in size
#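 Measured in stably transfected Huh7 cells bearing a Rab9 promoter–luciferase construct: 24 h compound treatment at 37 °C, followed by luminescence detection.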
# KCNH2 3.1 block: KCNH2 3.1 (human) potassium channel inhibition | U2OS KCNH2 3.1, thallium flux FluxOr; active compounds read low | activity change, % (tested at about 1.8 µM) | actives 0.95% (n = 340,000) | AID 720553;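 active means maximum activity change below -70%; inconclusive means maximum activity change from -70% to -50%; inactive means maximum activity change above -50%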;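 further: thallium influx rate constant from kinetic fluorescence after stimulation buffer; on the % scale 0 is the no-effect control and ±100 the full control effect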
#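 Channel expression came from 3.1 mutant virus (1.77 x 10^8 /mL) applied to suspended U2OS cells for 4 h. Flux was tracked with FluxOr dye plus Red40 quencher, and kinetic rate constants normalized to controls.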
# Tb PFK block: T. brucei PFK enzyme inhibition. O15648. T. brucei PFK, ADP-Glo luminescence. Potency, µM (highest dose often 57.5 µM), inactives show at the top dose activity, negative = inhibition, usual class: inhibitors. actives 0.17% (n = 330,000). AID 485367;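 further: potency means the concentration at half of the fitted maximal effect; 0% = uninhibited 1x PFK enzyme wells and -100% = no-enzyme wells; nearly all actives have a fitted effect of over 60% in size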
# Target sequence (O15648 whole entry, looked up): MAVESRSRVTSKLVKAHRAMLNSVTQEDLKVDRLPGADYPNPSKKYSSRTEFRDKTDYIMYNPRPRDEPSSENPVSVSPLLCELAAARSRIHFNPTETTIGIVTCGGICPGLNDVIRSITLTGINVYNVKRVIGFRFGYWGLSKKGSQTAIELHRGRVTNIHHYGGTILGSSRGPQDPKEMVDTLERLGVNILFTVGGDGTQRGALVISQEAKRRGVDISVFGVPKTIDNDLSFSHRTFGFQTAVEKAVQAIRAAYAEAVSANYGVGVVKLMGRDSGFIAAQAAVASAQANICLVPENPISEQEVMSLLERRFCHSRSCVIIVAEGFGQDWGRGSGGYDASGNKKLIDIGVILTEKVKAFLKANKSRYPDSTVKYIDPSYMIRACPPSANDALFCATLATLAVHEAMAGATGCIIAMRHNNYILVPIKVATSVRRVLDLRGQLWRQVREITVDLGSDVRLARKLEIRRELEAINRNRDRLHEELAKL
#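 PFK 1.25 nM, F6P 0.5 mM, ATP 0.1 mM, 0.1 M TEA pH 8.0, 5 mM MgCl2, 0.01% Tween20, 0.1% BSA; 45 min RT. ADP-Glo readout. qHTS titration up to 57 uM; curves fitted, compounds curve-classed.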
# Giardia kill: kills Giardia lamblia; Giardia lamblia trophozoite viability; actives 0.15% (n = 340,000); activity change, % at 7.66 µM, hits read low; in the data active means activity change below about -80%; inconclusive means between about -30% and that limit;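 further: parasites exposed to compound for two days anaerobically before the ATP read; on the % scale 0 is the no-effect control and ±100 the full control effect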
#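 ATP-content bioluminescence gauges trophozoite survival. Cells (100/well) receive compound and incubate anaerobically for 48 hrs at 37 deg C; detection reagent follows for 15-30 min at room temperature.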
# uPA generation: cell surface uPA generation inhibition; cell surface uPA generation assay, qHTS; Potency, µM (titrated, usually from 38.3 µM), without a hit: at the highest dose activity change, negative = inhibition, actives largely listed as inhibitors; actives 0.31% (n = 330,000); AID 540303; active means well fitted inhibition curve with a large enough effect; inconclusive means small, poorly fitted or top-dose-only effect; inactive means no such curve, though single readings can be large or run the other way; tested in mouse RAW 264.7 cells; further: potency means the concentration at half of the fitted maximal effect; on the % scale 0 is the no-effect control and ±100 the full control effect; nearly all actives have a fitted effect of over 55% in size
# ELG1 genotox: inducers of genotoxicity in HEK293T ELG1-luciferase cells; Potency, µM (titrated, usually from 46 µM), inactives show top-dose activity change, positive = activation, most hits filed as activators; actives 1.3% (n = 330,000); HEK293T ELG1-luciferase reporter, luminescence, 16 h; AID 504466; further: potency means the concentration at half of the fitted maximal effect; % of control where 0% means no effect; nearly all actives have a fitted effect of over 60% in size
#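 After overnight (16 hr) compound treatment at 37 °C, ELG1-luciferase HEK293T cells were lysed with ONE-Glo; luminescence quantified 30 min later at room temperature.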
# Gal4-VP16 FLuc: inhibits Gal4-VP16 luciferase reporter, ROR gamma counter-screen | Drosophila S2 Gal4-VP16 UAS-luciferase, luminescence, 20 h | Potency, µM (highest dose often 53.6 µM), for inactives: top-dose activity, negative = inhibition, most hits filed as inhibitors | actives 3.5% (n = 310,000) | AID 2546;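 further: Gal4-VP16 expression switched on by copper sulfate through the metallothionein promoter; potency means the concentration at half of the fitted maximal effect; on the % scale 0 is the no-effect control and ±100 the full control effect; nearly all actives have a fitted effect of over 50% in size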
# NPC1 promoter act: activates the NPC1 promoter; Potency, µM (titrated, usually from 9.22 µM), inactives show at the top dose activation, most hits filed as activators; AID 485313; Huh7 NPC1 promoter luciferase reporter, 24 h; actives 2.4% (n = 320,000);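 further: potency means the concentration at half of the fitted maximal effect; % of control where 0% means no effect; nearly all actives have a fitted effect of over 60% in size; reporter is driven by a mutant NPC1 promoter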
#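 Quantitative HTS used a cell-based reporter: Huh7 cells stably bearing the NPC1 promoter upstream of luciferase were treated with compounds for 24 h, and promoter activation was read as luminescence.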
# Numbers without * were called inactive; ? = inconclusive; nt = not tested or not shown; & = joins results of further samples; [ ] = another dose, or the depositor's remark. Unless noted, the call rests on the fitted dose curve; in most records, active means well fitted curve in the direction sought with a large enough effect; inconclusive means small, poorly fitted or top-dose-only effect, or another doubt; inactive means no such curve, though single readings can be large; an effect the other way counts as inactive or inconclusive.
# Values run as follows: FLuc counter	RORgamma inh	Coupling enz	Rab9 prom act	KCNH2 3.1 block	Tb PFK block	Giardia kill	uPA generation	ELG1 genotox	Gal4-VP16 FLuc	NPC1 promoter act
CCOC(=O)C1=C(COC(=O)CSc2ccc(Br)cc2)NC(=O)NC1C (stereo unspecified)
 : 1%	nt	nt	-4%	5	1%	0	6%	1%	nt	-5%
N#Cc1ccc(/C=N/NC(=O)c2cc(-c3cccs3)nc3ccccc23)cc1
 : 6.7µM*	12%	1	-6%	-18	10%	5	-9%	2%	-6%	-16%
COc1cc(OC)cc(C(=O)NC(=S)Nc2ccc(Cl)c(C(=O)O)c2)c1
 : -18%	-15%	8	4%	2	-3%[0.46 µM]	-14	4%	6%	-7%	-6%
COc1cccc(CNC(=O)c2nnn(CC(=O)Nc3c(C)cccc3C)c2N)c1
 : 1%	-15%	0	0%	0	-3%	17	2%	-1%	2%	0%
COc1cc(SC)ccc1C(=O)N(Cc1ccccc1)c1ccccn1
 : 1%	3%	-1	0%	1	-2%	22	-2%	1%	10%	0%
CCC1=C([N+](=O)[O-])C(c2ccc3c(c2)OCO3)NC(=O)N1 (stereo unspecified)
 : -1%	9%[1.91 µM]	0	-7%	0	-7%	-8	4%	0%	-1%	6%
Cc1ccccc1OCC(=O)N(Cc1ccco1)c1c(N)n(Cc2ccccc2)c(=O)[nH]c1=O
 : -3%	nt	nt	-4%	-2	-8%	-19	-14%	-5%	nt	0%
COc1ccc(C(=O)NCc2nc(C)c(C)s2)cc1OC1CCN(C(C)C)CC1
 : -1%	-43%	nt	7%	-6	4%	0	0%	3%	-3%	2%
Cc1ccc(CN2CCC(C(=O)Nc3cccc(-c4cccc(F)c4)c3)CC2)o1
 : -6%	-24%	nt	-6%	-10	0%	-6	-11%	-8%	10µM*	1%
CCOC(=O)c1ccc(NC(=O)C2CCN(C(=O)c3ccc(OC)c(OC)c3)CC2)cc1
 : 6%	?	0	-5%	0	-6%	-11	-4%	-2%	-2%	-5%
COc1ccc(Cl)cc1S(=O)(=O)NCc1cccnc1
 : 2%	-3%	1	-9%	-2	-2%	-4	nt	0%	-5%	0%
COc1ccc(CNS(=O)(=O)c2csc(C(N)=O)c2)cc1OC
 : 3%&-1%	2%	nt	-2%	28	1%	-25	4%	0%	4%	-3%
O=C(Nc1nnc(S(=O)(=O)N2CCOCC2)s1)c1ccccc1
 : ?	12%	-18	?	-12	-10%	1	0%	8%	0%	19%
CCOc1cccc(C(=O)NC(=S)Nc2ccc3c(c2)OCCO3)c1
 : 8.5µM*	7.9µM*	0	?	12	-4%	-13	-6%	?	1%	20%
CN1CCN(C(=O)CC23CC4CC(CC(C4)C2)C3)CC1
 : 3%	-23%	-1	2%	11	0%	-14	-1%	-2%	-2%	-2%
CC(C)C[C@H](NC(=O)C1CC(=O)N(c2ccc3c(c2)OCCO3)C1)C(=O)NC1CCCC1 (stereo partly specified)
 : -1%	-18%	-1	1%	16	0%	-15	12%	3%	0%	1%
COc1ccc2nc(COC(=O)c3ccco3)c(C(C)=O)[n+]([O-])c2c1
 : -1%	27%	-2	16%	-6	-8%	-15	-1%	7%	7%	1%
CCC1Oc2nc(SC)nnc2-c2ccccc2N1C(=O)c1ccccc1 (stereo unspecified)
 : 0%	16%	-1	0%	6	0%	9	-7%	0%	19%	1%
CC1=NN(/C(=N\c2nnc(C)s2)Nc2ccc(C)cc2)[C@H](c2ccc(C)cc2)S1
 : -10%	-32%	0	-1%	8	-6%	2	4%	-1%	-14%	-1%
Cc1n[nH]c(=O)nc1N1CCc2ccccc2C1
 : -1%	1%	0	nt	-17	nt	11	1%	nt	-16%	nt
O=C(Nc1ccc(N2CCOCC2)cc1N1CCOCC1)c1ccccc1
 : nt	nt	nt	nt	-6	3%	-13	1%	-2%	nt	nt
COc1cc(C(=O)NCC2CCCN2S(=O)(=O)c2cccs2)cc(OC)c1OC (stereo unspecified)
 : -5%	nt	nt	5%	-1	-1%	19	-5%	5%	nt	-1%
CC1(C)Cc2c(cnn2-c2ccccc2)C(NC(=O)CCN2CCCCO2)C1 (stereo unspecified)
 : 1%	12%	nt	-1%	-3	1%	37[activator]	3%	2%	9%	-3%
O=S1OC(c2ccccc2)c2cc(Cl)ccc21 (stereo unspecified)
 : 5%	nt	nt	-4%	2	-3%	?	-9%	-2%	nt	-7%
CCOc1cccc(CNn2cnnc2)c1OCc1ccccc1Cl
 : 2%	-10%	-2	2%	-17	4%	15	-3%	-1%	-3%	2%
O=C(COC(=O)c1ccccc1F)Nc1cc(S(=O)(=O)N2CCOCC2)ccc1N1CCCC1
 : -5%	-24%	-2	-3%	1	-5%	-10	0%	1%	-1%	-4%
O=C(O)CSc1nnc(COc2ccccc2)n1-c1ccccc1
 : 4%	1%	11	-5%	-21	-4%	8	4%	2%	2%	0%
NC(=O)CSc1nnc(-c2ccc(S(=O)(=O)N3CCCCC3)cc2)n1-c1ccccc1
 : 0%	-5%	3	-8%	5	0%	-2	5%	-8%	-1%	1%
O=C(CCCCn1c(=O)c2ccccc2n(CC(=O)Nc2ccccc2)c1=O)NCc1ccco1
 : 0%	-19%	2	-3%	-7	2%	15	1%	0%	-16%	-3%
Cc1ccc(C(=O)N/C(=C\c2cccs2)C(=O)NCCc2c[nH]c3ccccc23)cc1C
 : ?	?	4	1%	-3	-1%	-4	4%	0%	-11%	-5%
CCOC(=O)c1c(C)[nH]c(NC(=O)NNC(=O)c2ccccc2Cl)c1C
 : nt	nt	nt	-3%	7	-1%	-8	0%	0%	nt	1%
CN(c1ccccc1)S(=O)(=O)c1cc(Cl)ccc1Cl
 : -17%	-1%	0	-6%	-4	-4%	14	-2%	3%	16%	-5%
Cc1ccc(-c2c(C)n([O-])c3c([n+]2=O)CCC3)cc1
 : 6%	12%	-3	-7%	17	2%	9	3%	0%	-9%	-2%
CCOC(=O)c1c(C)c(C(=O)Nc2cc(OC)ccc2OC)c(C)n1CC
 : -18%	17%	-1	-4%	-7	3%	-9	nt	-1%	-5%	-14%
Cc1nc(C)c(-c2ccc(SCC(=O)Nc3cccc(Cl)c3)nn2)s1
 : ?	7%	nt	-19%	-7	1%	0	-10%	-3%	?	-19%
CC1(C)Cc2c(cnn2-c2ccc(F)cc2)C(NC(=O)CCc2ccncc2)C1 (stereo unspecified)
 : ?	36%	1	16%	5	0%	-10	2%	13%	?	16%
CCCN(Cc1cc2ccc(C)cc2[nH]c1=O)C(=O)c1cccnc1
 : 2%	-31%	0	-1%	13	-14%	10	-4%	nt	-8%	1%
C/C(=N\NC(=O)c1cc(-c2ccc(C)s2)[nH]n1)c1ccco1
 : 21µM*	34%	0	28%	-25	0%	-16	-12%	14%	?	23%
COc1ccc2c(N)c(C(=O)NN)[nH]c2c1
 : 17µM*	?	1	-3%	2	0%	-16	4%	-6%	4%	-2%
COc1ccc(O)c(/C=N/NC(=O)c2cccc(N3CCCC3=O)c2)c1
 : 11µM*	3.5µM*	1	-8%	5	1%	-14	-2%	13%	3.5µM*	-39%[inhibitor]
CCN(CC)C(=O)Oc1nnc(SC(C)C)n1-c1ccc(Cl)cc1
 : -1%	?	4	1%	-28	-1%	6	5%	-5%	2%	3%
N#Cc1ccccc1NC(=O)c1ccc2c(c1)OCO2
 : ?	0%	0	?	0	2%	4	0%	?	22%	?
CC(=O)Nc1ccccc1S(=O)(=O)CC1CC1(Cl)Cl (stereo unspecified)
 : 0%	-4%	1	-2%	5	3%	-17	6%	0%	-5%	-3%
CN(C)C(CNC(=O)CCc1nc2sc3c(c2c(=O)[nH]1)CCCC3)c1ccccc1 (stereo unspecified)
 : 1%	nt	nt	0%	1	0%	9	-5%	-3%	nt	2%
COc1ccc(N2CCN(C(=O)CCCSc3nc4ccccc4[nH]3)CC2)cc1
 : 3%	2%	2	-2%	-14	1%	2	1%	-15%	-15%	-1%
COc1ccc(S(=O)(=O)NCC2CCC(C(=O)NCCCN3CCCC3=O)CC2)cc1 (stereo unspecified)
 : 7%	1%	-1	-3%	9	-2%	5	4%	3%	-9%	-1%
CCCOC(=O)C1=C(C)OC23OC(N)=C(C#N)C12C(=O)c1ccccc13 (stereo unspecified)
 : -10%	?	-13	0%	13	-2%	-8	-7%	1%	-14%	4%
COc1ccc(NC(=O)C2CCN(S(=O)(=O)c3cccc4cccnc34)CC2)cc1
 : 0%	-16%	1	2%	2	1%	-1	2%	-18%	?	-1%
COc1ccc(CNC(=O)N2CCN(S(=O)(=O)c3ccccc3F)CC2)cc1
 : -1%	18%	1	2%	15	-11%	4	-2%	-4%	-15%	2%

# Screening data from PubChem BioAssay.
